High-throughput results (PubChem BioAssay)
Lipid storage S3: qHTS Assay for Lipid Storage Modulators in Drosophila S3 Cells; Drosophila S3 cells, BODIPY lipid droplet fluorescence, 18-24 h; cells fed with added oleic acid; lipid storage change, negative = inhibition, % at the top dose, mostly 46.1 µM; hits show Potency in µM; hit rate 0.64% among 320,000; AID 2685; active = well fitted inhibition curve with a large enough effect in the signal ratio, with a control signal flat, not every such curve was filed as active; inconclusive = small, poorly fitted or top-dose-only effect, or effect the other way, or a change in a side signal; the % refers to the signal ratio
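Drosophila S3 cells got compounds at several concentrations plus oleic acid (400 uM solution). Laser-scanning cytometry with 488 nm excitation read lipid droplets at 500-530 nm and cells at 575-640 nm. Percent activity was relative to 20 uM Triacsin C.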
Lipid storage S3 cell count max: second read-out of Lipid storage S3, no call of its own (marks repeat the call); cell number change, %; measured here: cell count max response;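 cells counted by Cell Tracker Red CMTPX staining in the red channel; peak over a dose series mostly up to 46.1 µM; percent activity relative to internal control wells on each plate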
The depositor's hits bear a star; i = inactive; ? = inconclusive; nt = not tested or not shown; [ ] = dose if it differs, or a comment. % is set by controls: 0 for no effect and ±100 for the full control effect; potency is the fitted concentration of half-maximal effect.

SMILES	Lipid storage S3	Lipid storage S3 cell count max
CC(C)c1ccc(NC(=O)C(c2ccccc2)N2CCOCC2)cc1 (stereo not drawn)	?	nt
O=C(Nc1cccc(Cl)c1)ON=C1c2ccccc2-c2ccccc21	?	nt
COc1ccccc1-c1nnc(NC(=O)C2=COCCO2)o1	?	nt
Cc1cc(C2=NNC(=NC3CC3)SC2)c(C)n1-c1ccccc1F	?	nt
COc1ccc(Nc2nnc(SCC(=O)N3CC(=O)Nc4ccccc43)s2)cc1	-1.4%	2.3
Cc1ccc(CNC(=O)C(CC(C)C)OC(=O)c2ccco2)cc1 (stereo not drawn)	-23.1%	5.1
O=C(CSc1nnc(-c2ccncc2)o1)Nc1ccccc1Cl	?	nt
Oc1ccccc1-c1cc(-c2ccco2)[nH]n1	?	nt
CC(NC(=O)c1cc(-c2ccncc2)nc2ccc(Br)cc12)C1CCCO1 (stereo not drawn)	6.8%	22.6
OC(COCc1ccccc1)CN1CCN(c2ccccc2)CC1 (stereo not drawn)	?	nt
CCc1ccc(C(C)NC(=O)c2ccc(F)cc2)cc1 (stereo not drawn)	?	nt
CCc1ccc(-c2cc(C)no2)cc1S(=O)(=O)NCCN1CCC(C)CC1	-20.9%	17.9
CN(Cc1nc2ccc(F)cc2[nH]1)Cc1nc(CC2CC2)no1	14.3%	10.4
CSC1=NCCN1C(=O)c1ccc(C)cc1	?	nt
COc1cccc(CN2CCN(Cc3cc4ccccc4[nH]3)CC2CCO)c1 (stereo not drawn)	2.2%	15.9
O=C1NC(=O)C(CC(=O)N(Cc2cccs2)C2(C(=O)NC3CCCC3)CCCCC2)N1 (stereo not drawn)	-13.0%	11.4
O=C(Nc1ccc(NC(=O)c2ccc(S(=O)(=O)c3ccccc3)cc2)cc1)c1ccccc1	?	nt
CN(O)/C=C1\C(=O)Nc2ccccc21	17.8%	20.5
O=S(=O)(c1ccccc1F)N1CCN(c2nc(-c3cccnc3)nc3ccccc23)CC1	?	nt
O=C1C(Cc2ccc(Br)cc2)SC(=Nc2ccccc2)N1c1ccccc1 (stereo not drawn)	?	nt
CCc1ccc(NC(=O)CO/N=C(\C)c2cc3ccccc3o2)cc1	-90.2%	19.8
Cc1c(C(=O)NNc2c(Cl)cccc2Cl)n(C)oc1=O	-3.1%	2.2
COc1cccc(OC)c1C(=O)Nc1ccc(NC(=O)c2ccco2)cc1	?	nt
O=C(O)CSCC(=O)N1CCCN(c2nccc(C(F)(F)F)n2)CC1	?	nt
COc1ccc(C(=O)Nc2cccc(-c3ccc4nncn4n3)c2)cc1	8.1%	-2.8

(list continues)
SMILES	Lipid storage S3	Lipid storage S3 cell count max
CSc1ccccc1C(=O)C1CCCN(C(=O)c2cncs2)C1 (stereo not drawn)	i	nt
Cc1ccc([N+](=O)[O-])cc1S(=O)(=O)n1ccnc1C	?	nt
Cc1ccc(OCCCn2c(=O)oc3ccccc32)cc1	15.6%	nt
CC(Sc1nnc2ccccn12)C(=O)Nc1ccc(Cl)cn1 (stereo not drawn)	i	27.4
CCN1CCN(CC(=O)Nc2ccc3c(c2)OCO3)C(=O)C1=O	6.1%	0.1
COc1cc(C(=S)NCc2ccccc2)cc(Br)c1O	2.7%	8.6
Cc1nnc(NC(=O)c2cc3ccccc3o2)s1	?	nt
CCOc1ccc2nc(NC(=O)C3CCCO3)sc2c1 (stereo not drawn)	0.7%	6.4
O=C(NC1CCN(S(=O)(=O)c2ccccc2F)CC1)c1cccnc1	i	17.4
O=C(Cn1cnnn1)NCc1ccccc1	?	nt
Cc1ccc(OCCC(=O)Nc2ccc(F)c(Cl)c2)cc1	21.6%	8.8
COc1ccccc1CN(Cc1cc2cc(C)ccc2[nH]c1=O)Cc1nnnn1CC1CCCO1 (stereo not drawn)	?	nt
Cc1nc(-c2ccc(S(=O)(=O)N3CCOCC3)cc2)cs1	4.0%	nt
O=C(Cc1cc(=O)oc2cc(O)ccc12)NCC1CCC(C(=O)O)CC1 (stereo not drawn)	?	nt
Cc1ccccc1Nc1nc(N)nc(COC(=O)c2cccc(S(=O)(=O)NCc3ccccc3)c2)n1	?	nt
CN1CCc2c(sc(NC(=O)c3ccc([N+](=O)[O-])o3)c2C(N)=O)C1	i[0.369 µM]	-10.5
CC1(C)Cc2noc(N)c2C(C)(C)N1OC(=O)c1ccco1	-1.5%	-19.6
CCOC(=O)c1nn(-c2ccccc2C)c2nc(-c3ccc(C)cc3)c(C#N)c(=O)n12	?	nt
Cc1ccc(C(=O)c2ccccc2C(=O)OCC(=O)NC(C)(C)C)cc1	-17.6%	nt
Cn1cccc1CNC(=S)Nc1cc(F)cc(F)c1	12.5%	-4.5
Cc1cc(=O)nc2c3ccccc3n(CC(=O)NCCCN3CCOCC3)n12	?	nt
O=C(COC(=O)COc1ccccc1)Nc1ccc(Cl)cn1	?	nt
CC1SC(c2ccc(Cl)cc2)NC1=O (stereo not drawn)	3.1%	7.3
C[C@@H](NC(=O)OC(C)(C)C)c1nnc(S(=O)(=O)Cc2ccccc2)o1	?	nt
O=C(CCc1ccccc1)NCc1ccc2c(c1)OCO2	?	nt

The results go on.
SMILES	Lipid storage S3	Lipid storage S3 cell count max
Cc1ccccc1N1CCN(C2CCCN(C(=O)c3snnc3C)C2)CC1 (stereo not drawn)	21.5%	-7.3
CCC1COCCS(=O)(=O)N1Cc1cccc(C(F)(F)F)c1 (stereo not drawn)	-25.2%	-5.7
C[C@H](NC(=O)c1nc[nH]c1C(=O)NCC(=O)OCc1ccccc1)c1ccccc1	?	nt
CC(=O)N1N=C(c2ccc(Br)cc2)OC1(C)CC(=O)Nc1ccccc1 (stereo not drawn)	?	nt
CC(C)c1nnc(NC(=O)COc2ccc3ccccc3c2)s1	-3.5%	-2.9
O=S(=O)(c1ccc(F)cc1)N1CCCN(c2nccc(C(F)(F)F)n2)CC1	?	nt
N#Cc1c(N2CCOCC2)nc(-c2ccco2)c2c1CCCC2	?	nt
O=C(CSc1ccc2ccccc2n1)N/N=C/c1ccccc1O	?	nt
Cc1cc(=O)oc2cc(OCC(=O)Nc3ccc(CN4CCOCC4)cc3)ccc12	i	7.3
CCCCCc1c(C)nc(Nc2ccc(F)cc2)[nH]c1=O	?	nt
O=C(N/C=N/O)C(c1ccccc1)c1ncc(C(F)(F)F)cc1Cl (stereo not drawn)	-3.4%	nt
Nc1nonc1-n1nnc(C(=O)N/N=C/c2c(F)cccc2Cl)c1-c1ccc2c(c1)OCO2	i	-5.7
COc1cccc(NC(=S)N(CCN(C)C)C(C)c2ccco2)c1 (stereo not drawn)	?	nt
O=C(c1ccc([N+](=O)[O-])cc1)N1CCN(C(=O)c2cccs2)CC1	?	nt
O=C(N/N=C/c1ccco1)C1COc2ccccc2O1 (stereo not drawn)	2.9%	0.3
CC1CN(C(=O)C(C)Sc2nc3ccccc3s2)CC(C)O1 (stereo not drawn)	?	nt
N#Cc1ccc(S(=O)(=O)N2CCC(C(=O)Nc3cccc(C(=O)NC4CC4)c3)CC2)cc1	?	nt
COc1ccc(Cl)cc1NC(=O)c1nnn(CC(=O)Nc2ccc3c(c2)OCO3)c1N	?	nt
CC(C)c1ccc(N(CC(=O)NCc2ccc(F)cc2)C(=O)c2csnn2)cc1	-1.4%	10.5
Cn1c(NC(=O)C2c3ccccc3Oc3ccccc32)cc(=O)n(C)c1=O	i	nt
COc1cccc(NC(=O)CSc2nc3c(c(-c4ccco4)c2C#N)CCCC3)c1	i	nt
Cc1cc(N=Nc2ccccc2)c(NCC(O)C(O)C(O)CO)cc1C (stereo not drawn)	?	nt
CN(C(=O)c1ccc(NC(=O)Cc2ccc(NC(=O)C3CCN(C(=O)CCc4ccccc4)CC3)cc2)cc1)C1CC1	?	nt
Cc1nc(N)sc1-c1csc(Nc2ccccc2)n1	?	nt
CC(=O)C(Sc1nc(N2CCOCC2)nc(N2CCOCC2)n1)C(=O)Nc1ccccc1 (stereo not drawn)	i	6.8

Later entries
SMILES	Lipid storage S3	Lipid storage S3 cell count max
CCOC(=O)c1sc(NNC(=O)c2ccc(C)cc2)nc1C	?	nt
O=C(Nc1cccc(/C=C/c2nc3ccccc3c(=O)[nH]2)c1)c1ccccc1Cl	3.8%	-4.0
CCOc1ccc(S(=O)(=O)N(CC)CC)cc1NC(=O)CSCc1c(C)noc1C	?	nt
CC(C)NC(=O)C(=O)Nc1cc2c3c(c1)CCC(=O)N3CCC2	11.6µM*	-25.7*
Cc1c(C(=O)OC/C(O)=C(\C#N)c2nc3ccccc3[nH]2)oc2ccc(Br)cc12	5.7%	9.9
Cc1cc(NC(=O)c2c(F)c(F)c(F)c(F)c2F)no1	i	nt
Cc1ccc2c(c1)C(=C(C#N)C#N)C(=O)N2CCN1CCCCC1	?	nt
CCCCNC(=O)COC(=O)c1cc(C)nc2ccccc12	?	nt
O=C(O)/C=C/C(=O)c1ccc(O)cc1	-1.0%	-2.3
Cc1cc(=O)[nH]c(-c2ccc(Cl)cc2)n1	1.3%	-0.5
NC(=O)c1cc(-c2ccccc2)sc1NC(=O)Cc1ccc(S(=O)(=O)N2CCOCC2)s1	?	nt
CN1CCCC(CN2c3ccccc3Sc3ccccc32)C1 (stereo not drawn)	?	nt
CC/C=C\C/C=C\C/C=C\CCCCCCCC(=O)O	?	nt
CCN(CC)C(=O)C(=O)c1cn(CCOc2ccccc2)c2ccccc12	-4.8%	2.8
CCOc1ccc2[nH]c(=O)c(C(c3nnnn3CC3CCCO3)N3CCc4ccccc4C3)cc2c1 (stereo not drawn)	?	nt
COc1ccc(C(=O)c2c3ccc(C(F)(F)F)cc3[n+]([O-])n2CCCC(N)=O)cc1	-13.8%	4.6
Cc1cc(Br)cc(C)c1OCC(=O)NNC(=O)c1cccs1	?	nt
c1ccc(-c2nnc3sc(CN4CCc5ccccc54)cn23)cc1	-4.8%	-5.5
C=CCSc1nc2c(c(C3CC=CCC3)c1C#N)CCC2 (stereo not drawn)	-5.9%	2.6
CCCCn1c(/N=C/c2ccc3c(c2)OCO3)nc2ccccc21	?	nt
Cc1cc(N=Nc2ccc(Cl)cc2)cc(CN2CCCC2)c1O	?	nt
CCCCCN(C(=O)CCC(=O)OCCOc1ccc(OC)cc1)c1c(N)n(CCCC)c(=O)[nH]c1=O	?	nt
CCN(CC(=O)Nc1cc(Cl)ccc1C)C(=O)C1CC(=O)N(Cc2ccccc2)C1 (stereo not drawn)	?	nt
O=C(NCC1COc2ccccc2O1)c1ccc(F)c(S(=O)(=O)N2CCOCC2)c1 (stereo not drawn)	?	nt
CCc1ccc2oc(-c3ccc(OC)cc3)cc(=Nc3c(C)n(C)n(-c4ccccc4)c3=O)c2c1	-0.5%	-0.9

Complete entries as entered above:
Cc1ccc2c(c1)C(=C(C#N)C#N)C(=O)N2CCN1CCCCC1 in the list: Lipid storage S3 = ?; Lipid storage S3 cell count max = nt
NC(=O)c1cc(-c2ccccc2)sc1NC(=O)Cc1ccc(S(=O)(=O)N2CCOCC2)s1 in the list: Lipid storage S3 = ?; Lipid storage S3 cell count max = nt

Part of the list above, with values ahead of the structure:
| Lipid storage S3 | Lipid storage S3 cell count max | smiles |
| --- | --- | --- |
| ? | nt | CCCCNC(=O)COC(=O)c1cc(C)nc2ccccc12 |
| -0.5% | -0.9 | CCc1ccc2oc(-c3ccc(OC)cc3)cc(=Nc3c(C)n(C)n(-c4ccccc4)c3=O)c2c1 |
| 5.7% | 9.9 | Cc1c(C(=O)OC/C(O)=C(\C#N)c2nc3ccccc3[nH]2)oc2ccc(Br)cc12 |
| 3.8% | -4.0 | O=C(Nc1cccc(/C=C/c2nc3ccccc3c(=O)[nH]2)c1)c1ccccc1Cl |
| -13.8% | 4.6 | COc1ccc(C(=O)c2c3ccc(C(F)(F)F)cc3[n+]([O-])n2CCCC(N)=O)cc1 |
| ? | nt | Cc1cc(Br)cc(C)c1OCC(=O)NNC(=O)c1cccs1 |
| -5.9% | 2.6 | C=CCSc1nc2c(c(C3CC=CCC3)c1C#N)CCC2 (stereo not drawn) |

More records follow:
SMILES	Lipid storage S3	Lipid storage S3 cell count max
Cc1cc(NC(=O)c2ccccc2)ncc1NC(=O)c1ccco1	?	nt
CSc1nnc(-c2sc3cc(C(F)(F)F)cnc3c2-c2cccnc2)n1C	?	nt
NC(=O)c1ccc(NC(=O)CN2CCN(S(=O)(=O)c3ccc4c(c3)OCCO4)CC2)cc1	?	nt
Cc1nc2cc(Nc3nnc(-c4ccccc4)c4ccccc34)ccc2n1C	11.6µM*	-29.7*
CN1/C(=C\C(=S)NC(=O)c2cccc(Br)c2)C(C)(C)c2ccccc21	?	nt
COc1ccc(-c2nc3nc(SC)nn3cc2C)cc1F	9.8%	nt
O=C(Nc1ccc(Cl)cc1[N+](=O)[O-])c1ccc2c(c1)OCCO2	24.9%	11.2
O=C(Nc1ccc(C(=O)N2CCOCC2)cc1)c1cccc(Br)c1	-20.6%	2.3
COc1ccccc1OCC(=O)Nc1ccccc1C(=O)N1CCCCC1	-14.5%	nt
CCOC(=O)COc1ccc(S(=O)(=O)N2CCN(c3ccccc3F)CC2)cc1	-19.3%	-15.3
CC(=O)NC1C(=O)Nc2c(C)cc(C)cc21 (stereo not drawn)	11.3%	17.5
N#Cc1ccc(OCC(=O)NCC(c2cccs2)N2CCOCC2)cc1 (stereo not drawn)	16.6%	-5.9
CCCCc1nc2cc(C(=O)N3CCC(OCCOC)CC3)ccc2o1	?	nt
O=c1[nH]n2cc(-n3cc([N+](=O)[O-])cn3)cnc2c1Br	i	nt
COc1cccc2cc(C(=O)CS(=O)(=O)c3ccc(C(C)(C)C)cc3)c(=O)oc12	?	nt
CC(C(=O)N1CCCC1)N(c1ccccc1)S(C)(=O)=O (stereo not drawn)	18.2%	-11.5
CCOC(=O)CSc1nnc(NC(=O)c2ccc3c(c2)OCO3)s1	?	nt
COCC(C)NCc1cccc(OC)c1OC (stereo not drawn)	?	nt
O=C(NCCC1=CCCCC1)c1ccc([N+](=O)[O-])cc1	3.6%	-12.8

Not all compounds are listed; rates above refer to the full screens.
